# 14-3-3 PPI = 14-3-3 gamma protein interaction modulation; P61981; actives 0.19% (n = 160,000); inhibition, % at 40 µM; FP, 14-3-3gamma / TMR-pS259-Raf peptide binding; in the data active = inhibition above about 30%;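 note: 0% = protein plus tracer without compound and 100% = blank with tracer alone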
# Target sequence (P61981 whole entry, looked up): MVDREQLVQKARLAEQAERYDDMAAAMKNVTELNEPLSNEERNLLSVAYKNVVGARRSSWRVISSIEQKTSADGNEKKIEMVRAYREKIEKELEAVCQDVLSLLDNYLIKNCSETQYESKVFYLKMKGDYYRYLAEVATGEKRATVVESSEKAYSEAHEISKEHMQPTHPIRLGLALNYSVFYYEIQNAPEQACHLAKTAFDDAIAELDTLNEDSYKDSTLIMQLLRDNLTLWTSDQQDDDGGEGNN
# * hit, by the source's call; & = joins results of further samples. These rows are one share of the data, so the mix of outcomes need not match the whole.
SMILES,14-3-3 PPI
CCOc1ccc(C2CC(c3cccc(OC)c3OC)n3nnnc3N2)cc1Cl (stereo unspecified),7.1&2.6
Cc1cc(NC(=O)CCC(=O)N(Cc2cccs2)C(C(=O)NC2CCCC2)c2ccncc2)no1 (stereo unspecified),-1.4
Cc1ccc(Nc2c(-c3ccccc3)nc3cc(C)ccn23)cc1,-3.0
Cc1oc(-c2ccccc2Cl)nc1CSCC(=O)N1CCCC1,2.5
O=C(NC1CCCCCCC1)C1c2ccccc2C(=O)N1Cc1ccco1 (stereo unspecified),-1.1
N#Cc1c(N)nc(SCC(=O)NCc2ccccc2)c(C#N)c1-c1ccccc1Cl,-25.1
CCOc1cc(Br)cc(C=Nc2ccc(NC(=O)c3ccccc3Br)cc2)c1O,-149.9
O=C(CCCn1c(=O)[nH]c2ccc(Br)cc2c1=O)N1CCN(Cc2ccc3c(c2)OCO3)CC1,-0.2
CCOC(=O)C(C(=O)OCC)C(C#N)c1ccccc1 (stereo unspecified),-8.0
CCC(C)(C)C1CCc2c(sc(NC(=O)C3CCCCC3C(=O)O)c2C(=O)OC)C1 (stereo unspecified),-1.3
Cc1ccc2nc(-c3ccc(N4C(=O)CC(N5CCCCCC5)C4=O)cc3)sc2c1 (stereo unspecified),-5.0
O=[N+]([O-])c1ccccc1N1CCN(c2ccc([N+](=O)[O-])c3cccnc23)CC1,1.4
CCOc1cc(C2C(C(=O)OC)=C(C)NC3=C2C(=O)c2ccccc23)ccc1OCc1ccccc1F (stereo unspecified),-56.1
COc1ccccc1C(=O)Nc1ccc2c(c1)OCCO2,-3.9
COc1ccc(C2=NN(C(=O)CCC(=O)O)C(c3ccc(F)cc3)C2)cc1 (stereo unspecified),-5.8
COc1ccc(-c2csc3ncnc(Oc4ccc5c(C)cc(=O)oc5c4)c23)cc1,-29.5
Cc1cccc2cc(CN(Cc3ccc(F)cc3)Cc3nnnn3C3CCCC3)c(=O)[nH]c12,-2.7
COc1ccc(C2CC(c3cccs3)=NN2c2nc(-c3ccc(S(=O)(=O)N4CCOCC4)cc3)cs2)cc1OC (stereo unspecified),-41.0
CN1CCc2c(c3ccccc3n2C)C1,1.4
COC(=O)COc1ccc(C=Nc2ccc(S(=O)(=O)Nc3ccccn3)cc2)cc1,0.7
CN[C@H]1CC[C@@H](c2ccc(Cl)c(Cl)c2)c2ccccc21,-4.5
O=C(Nc1nnc(Cc2ccccc2)s1)c1cccs1,-2.9
CCOC(=O)c1ccccc1NC(=O)c1nn(-c2ccc(C)cc2)c(=O)c2c1c1ccccc1n2C,-7.9
CCc1ccccc1NC(=O)c1cc(S(=O)(=O)NC2CCCCC2C)ccc1F (stereo unspecified),-5.5
Cc1c(NC(=O)c2ccc3c(c2)OCCO3)cccc1-c1nc2ncccc2o1,-6.1
Cc1[nH]c2ccccc2c1Cc1nnc(SCC(N)=O)o1,-0.1&1.9
Clc1ccc(Cl)c2sc(N3CCOCC3)nc12,2.5
Nc1nc2n(n1)C(c1ccccc1)CC(c1ccccc1Cl)N2 (stereo unspecified),4.9
CC(C)C1=NN(C(=O)c2cccnc2)C(O)(C(F)(F)F)C1 (stereo unspecified),0.7
CCOC(=O)CSc1ncnc2c1cnn2-c1ccc(C)cc1,-2.5
Cc1ccc(C(=O)N2CC(=O)Nc3ccc(Cl)cc3C2c2ccccc2)cc1C (stereo unspecified),1.8
COc1ccc(-c2noc(CCCOc3ccccc3)n2)cc1OC,-6.0
O=c1c2c(nc3c(-c4ccccc4)c[nH]n13)CCCC2,-53.2
O=C(Nc1cccc(-c2nc3cc(Cl)ccc3o2)c1)c1ccc([N+](=O)[O-])o1,-47.1
CCCc1nc2ccc(Cc3ccc4nc(CCC)[nH]c4c3)cc2[nH]1,-39.1
CCc1cc2c(NC(CCSC)C(=O)O)ncnc2s1 (stereo unspecified),0.9
CC1(C)C=Cc2c(c3ccccc3[nH]c2=O)O1,1.4
CCSCCOC(=O)C1=C(C)NC2=C(C(=O)CC(c3ccccc3)C2)C1c1cc2c(cc1Br)OCO2 (stereo unspecified),0.5
OCCN1CCN(C2CCN(Cc3cc(Br)ccc3O)CC2)CC1,-9.0
Cc1cc(Cl)ccc1OCC(=O)Nc1ccc(S(=O)(=O)N2CCc3ccccc32)cc1,-41.3
COc1ccc(CN(CCCN2CCOCC2)S(=O)(=O)N(C)C)cc1OC,-11.6
Cc1nc(NC(C)CCc2ccccc2)c2sc3nc4c(cc3c2n1)COC(C)(C)C4 (stereo unspecified),-51.5
O=C(O)c1ccc(N2CCCC2)c([N+](=O)[O-])c1,0.6
CC1(C)CC(CCC(=O)Nc2ccccc2Cl)C(=O)O1 (stereo unspecified),-4.9&-1.3
Cc1cc(C(=O)Nc2ccc3nc(N4CCC(C)CC4)cc(C)c3c2)ccc1[N+](=O)[O-],-15.0
Cc1ccc2nc(-c3ccc(NC(=O)c4ccccc4F)cc3)sc2c1,-1.5
COc1ccc(-c2nn(CCC(=O)O)cc2CCC(=O)O)cc1,-0.8
Cc1csc(NC(=O)c2ccccc2Cl)n1,-8.9
COc1ccc(C2/C(=C(\O)c3ccc(Br)cc3)C(=O)C(=O)N2CCN2CCOCC2)cc1 (stereo unspecified),-11.3
CC(=O)Nc1n[nH]c(-c2ccccc2)n1,-6.1

# Structures listed so far that contain a thiophene ring, fused or not, in the order listed:
SMILES,14-3-3 PPI
Cc1cc(NC(=O)CCC(=O)N(Cc2cccs2)C(C(=O)NC2CCCC2)c2ccncc2)no1 (stereo unspecified),-1.4
CCC(C)(C)C1CCc2c(sc(NC(=O)C3CCCCC3C(=O)O)c2C(=O)OC)C1 (stereo unspecified),-1.3
COc1ccc(-c2csc3ncnc(Oc4ccc5c(C)cc(=O)oc5c4)c23)cc1,-29.5
COc1ccc(C2CC(c3cccs3)=NN2c2nc(-c3ccc(S(=O)(=O)N4CCOCC4)cc3)cs2)cc1OC (stereo unspecified),-41.0
O=C(Nc1nnc(Cc2ccccc2)s1)c1cccs1,-2.9
CCc1cc2c(NC(CCSC)C(=O)O)ncnc2s1 (stereo unspecified),0.9
Cc1nc(NC(C)CCc2ccccc2)c2sc3nc4c(cc3c2n1)COC(C)(C)C4 (stereo unspecified),-51.5

# (further entries)
SMILES,14-3-3 PPI
C[C@]12CC[C@@H]3c4ccc(O)cc4CC[C@H]3[C@@H]1CC[C@@H]2O,-6.4
CCOC(=O)c1ccc(CN(Cc2ccc(Br)cc2)S(=O)(=O)c2ccc(C)cc2)cc1,-1.4
O=C(NCCc1ccccc1)C1CC(c2ccccc2O)=NO1 (stereo unspecified),-7.3
Cc1ccccc1C(=O)Nc1nnc(N=Cc2ccc([N+](=O)[O-])s2)s1,-197.2
Cc1ccnc(NC(=O)C(NC(=O)C2CCCCC2)C(C)C)c1 (stereo unspecified),-4.6
COc1ccc(-n2c(C)cc(C(=O)CSc3nnc(-c4cccs4)o3)c2C)cc1,-7.9
CC(NS(=O)(=O)c1ccc(F)cc1)C1C2CC3CC(C2)CC1C3 (stereo unspecified),-0.6
N#Cc1cc2c(nc1SCC(=O)Nc1ccc(S(N)(=O)=O)cc1)CCCCC2,-5.5
CCN(CC)S(=O)(=O)c1ccc(C(=O)Nc2nc(-c3ccccc3)c(C(C)=O)s2)cc1,-0.7
O=C(NCCN1CCCC1)C1COc2ccccc2O1 (stereo unspecified),-4.9
CCN(CC)S(=O)(=O)N1CCCC(C(=O)NCc2ccc(F)cc2)C1 (stereo unspecified),3.7
O=C(NCCN1CCN(C(=O)c2ccc([N+](=O)[O-])cc2)CC1)C(=O)Nc1ccccc1,5.8
CCOc1ccccc1NC(=O)c1cn(C)c(=O)c2cc(OC)c(OC)cc12,-6.6
CCOCCCNS(=O)(=O)c1ccc2c(c1)CCN2C(=O)CC,-2.0&-5.6
C=CCNc1sc(C(=O)C(C)(C)C)c(N)c1C#N,-2.5
COc1ccccc1-c1cn(S(=O)(=O)c2ccc(F)cc2)nc1N,-0.8
CC1(C)Cc2ccccc2-c2nc(-c3ccccc3)n(CCO)c(=O)c21,6.7
CCN(CC)c1nc(OC)nc(=O)[nH]1,-5.5
CCSc1nnc(NC(=O)c2csc3c2CCC(C)C3)s1 (stereo unspecified),0.0
Cc1c(Cl)cccc1-c1ccc(C(=O)Nc2ccc(Br)cn2)o1,2.1
CC(=O)Nc1ccc(NC(=O)c2c(I)cnn2C)cc1,10.5
Cn1nnnc1SCC(=O)N1CCN(C(c2ccccc2)c2ccccc2)CC1,-2.9
COc1cc(O)c(NC(C)=O)c2nonc12,0.4
CC(C)(C)C(=O)Nc1c2c(nn1-c1ccc(F)cc1)CSC2,-7.4
O/N=C(\c1ccc(Cl)cc1)c1cc2ccccc2o1,-1.4
CC(=O)Oc1ccc2nc(-c3ccc(I)cc3)oc(=O)c2c1,2.4
O=C(CCCOc1ccc(Br)cc1)Nc1ncc(Cc2ccc(F)cc2)s1,-2.1
Cc1nc2c(-c3ccccc3)c(C)nn2c(C)c1CCC(=O)NCc1ccco1,-8.6
CCOC(=O)c1cc2sccc2n1CC(=O)N1CCCc2ccccc21,4.9
CCn1c(CNC(=O)c2ccc(OC)cc2)nnc1SCC(=O)c1ccccc1,-0.9
NC(=O)NO,-5.4
CCN(CC)c1ccc(CNc2ccc3c(c2)ncn3C)cc1,0.6
O=C(c1nn2c(c1Br)NC(c1ccccc1)CC2C(F)(F)F)N1CCCc2ccccc21 (stereo unspecified),-3.2
CCOc1ccc(OCC)c(NC(=O)c2ccc(CNc3c(N4CCOCC4)c(=O)c3=O)cc2)c1,-9.3
COc1ccccc1-n1c(SCc2ccc(Br)cc2)nc2c(c1=O)SCC2,-43.4
Cc1nn(Cc2ccc(F)cc2)c(C)c1NC(=O)c1cc(-c2ccco2)on1,-62.4&-135.2
Clc1ccc(OCc2nnc(SCCN3CCCCC3)n2Cc2ccco2)cc1,3.6
O=S(=O)(NCc1ccc(F)cc1)c1cccc2nsnc12,-2.8
CCCCN(C)Cc1c(C)[nH]c2c(C)cc(C)cc2c1=O,-4.0
COc1ccc(C2C(C(=O)N3CCN(C)CC3)c3cc(OC)c(OC)cc3C(=O)N2C)cc1 (stereo unspecified),16.4
CCN1C(=O)c2ccccc2Sc2ccc(C(=O)NC3CCCCCC3)cc21,-1.1
COc1ccc(Cn2c(-c3ccccc3)c(-c3ccccc3)c3c(=O)[nH]cnc32)cc1,0.9
CC1(C(=O)O)CCC(C(=O)NCCc2ccccc2)C1(C)C (stereo unspecified),0.1
C=COc1ccc(NC(=O)c2ccc(OC)cc2)cc1,-20.8
COc1cccc(NC(=O)Nc2nnc(N3CCCCC3C)s2)c1 (stereo unspecified),-6.1
O=c1c2c(nc3n1CCCCC3)-c1ccccc1CC21CCCC1,1.2
CCOC(=O)c1cnc(-n2nc(C)cc2C)nc1Nc1cccc(C(C)=O)c1,-0.9
CC(C)c1ccc2oc(-c3ccc(NC(=O)c4cncc(Br)c4)cc3)nc2c1,-31.0
CCOC(=O)c1c(NC(=O)CSc2nnnn2-c2ccccc2)sc2c1CCC2,-12.5
CC(C)(C)c1ccc(C(=O)/C=C2\NC(=O)CS2)cc1,-4.8
# Additional structures
SMILES,14-3-3 PPI
C=CCN1C(C(=O)c2ccccc2)=C(NC(=O)c2ccc(Cl)cc2)c2ccccc2S1(=O)=O,1.4
CC(=O)C1=C(C)OC(N)=C(C#N)C1c1ccco1 (stereo unspecified),-6.6
O=S(=O)(Nc1ccc(N2CCOCC2)cc1)c1cccs1,-14.8
CCOC(=O)c1cc2c(=O)n3ccccc3nc2n(CC(C)C)c1=NC(=O)c1ccc2ccccc2c1,-22.6
Cc1nn(CCCC(=O)Nc2cc(Cl)ccc2O)c(C)c1[N+](=O)[O-],-10.9
Cc1cccc(Cn2c(=O)n(-c3ccccc3)c(=O)c3c(C)c(C)sc32)c1,-4.3
COc1cc(NS(=O)(=O)c2cc(OC)ccc2OC)cc(OC)c1,5.8
O=C(CC1Sc2ccccc2NC1=O)Nc1ccc(-c2ccccc2)cc1 (stereo unspecified),-4.4
CS(=O)(=O)N(CC(=O)Nc1ccc2c(c1)OCCO2)c1ccc2c(c1)OCO2,-12.1
O=C(NCc1ccccc1Cl)c1cccn2c(=O)c3cc(Br)ccc3nc12,-1.1

# Compounds from the list above that contain a tert-butyl group:
SMILES,14-3-3 PPI
C=CCNc1sc(C(=O)C(C)(C)C)c(N)c1C#N,-2.5
CC(C)(C)C(=O)Nc1c2c(nn1-c1ccc(F)cc1)CSC2,-7.4
CC(C)(C)c1ccc(C(=O)/C=C2\NC(=O)CS2)cc1,-4.8

# Further structures follow.
SMILES,14-3-3 PPI
Brc1ccccc1CN1CCC(N2CCCCC2)CC1,-5.3
Cc1ccc(-c2cc(C(=O)NCCCn3ccnc3)c3cc(Br)ccc3n2)o1,-16.1
Cc1cc(C)c(C#N)c(Sc2c([N+](=O)[O-])ncn2C)n1,0.2
CCOC(=O)c1c(NC(=O)COc2ccccc2C(C)C)sc2c1CCC2,-12.3
N#Cc1c(NCCO)nc(NCc2ccccc2)c2c1CCN(Cc1ccccc1)C2,3.2
Cn1c(NC(=O)CC2CCCCC2)cc(=O)n(C)c1=O,-3.2
Cc1cnc(NC(=O)CSc2nnc(-c3cccs3)n2C)s1,0.5
CCOc1ccc(-n2c(-c3ccccc3)n[nH]c2=S)cc1,-1.0
Nc1ccc(C23CC4CC(CC(c5ccccc5)(C4)C2)C3)cc1,3.0
Cc1cc(C)n2nc(C(=O)Nc3cccnc3)nc2n1,-3.1
O=C(O)c1cccc(NC(=O)c2ccccn2)c1,-0.1
CCOC(=O)CNC(c1ccccc1)c1cc(Br)ccc1N (stereo unspecified),-0.7
Cc1ccc(C(=O)N2CCN(c3ccccc3)CC2)cc1C,0.1
O=C(CCN1C(=O)c2ccccc2C1=O)Nc1cccc(Cl)c1,-12.1
CCOC(=O)c1c(NC(=O)c2ccc(OC(C)C)cc2)sc2c1CCCC2,7.2
Cc1cc(=O)oc2cc(Oc3ncnc4sc5c(c34)CCCC5)ccc12,-4.2
CCCCSc1nc2c([nH]c3ccccc32)c(=O)n1-c1ccc(OC)cc1,-2.4
CCC1=NN(C(=O)c2ccc(C(C)(C)C)cc2)C(O)(c2ccc(Br)cc2)C1 (stereo unspecified),-1.1
COc1ccc(/C(O)=C2\C(=O)C(=O)N(c3ccccn3)C2c2ccc(C(C)C)cc2)cc1 (stereo unspecified),4.9
Cc1cccc(Oc2ccc(N3C(=O)C4CC=CCC4C3=O)cc2)c1 (stereo unspecified),-5.9
CCOC(=O)Nc1oc2ccccc2c(=O)c1CN1CCOCC1,9.2
O=c1[nH]c(SCc2cccc(Cl)c2)nc2c1CCCC2,3.4

# Screening results deposited in PubChem BioAssay by Emory University Molecular Libraries Screening Center.
